M4 PAM – positive allosteric modulators of human muscarinic M4 receptor; CHO-K1 hM4/Gqi5, Fluo-8 calcium fluorescence, ACh EC20; 0% = ACh EC20, 100% = maximal ACh; activation, % at 3 µM; 360,000 compounds, 0.4% hits; AID 624126;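 active means activation above its plate's cutoff, the mean activation of sample wells plus 3 SD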; further: some results filed as inactive read as strong as hits
Target sequence (P08173 whole entry, looked up): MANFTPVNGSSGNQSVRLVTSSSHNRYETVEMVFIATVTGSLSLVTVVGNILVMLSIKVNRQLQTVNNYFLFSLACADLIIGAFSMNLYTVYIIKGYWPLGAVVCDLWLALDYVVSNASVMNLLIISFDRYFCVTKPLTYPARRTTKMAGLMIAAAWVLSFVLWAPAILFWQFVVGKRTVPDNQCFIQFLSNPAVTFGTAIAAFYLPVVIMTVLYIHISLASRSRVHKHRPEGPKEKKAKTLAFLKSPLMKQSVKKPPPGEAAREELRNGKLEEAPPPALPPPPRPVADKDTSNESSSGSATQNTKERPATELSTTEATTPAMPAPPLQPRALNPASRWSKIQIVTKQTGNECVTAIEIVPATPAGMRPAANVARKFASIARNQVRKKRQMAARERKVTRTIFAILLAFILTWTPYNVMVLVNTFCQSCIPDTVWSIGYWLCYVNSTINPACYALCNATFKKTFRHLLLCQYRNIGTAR
M1 PAM parental – nonselective activator or artifact in parental CHO-K1 calcium assay. activation, % at 3 µM. 360,000 compounds, 0.02% hits. ATP EC20, Fluo-8 calcium fluorescence; 0% at ATP EC20, 100% at ATP max. AID 602247;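 active means activation above the run cutoff, the mean activation of all test compounds plus 3 SD, cut at about 40% in these data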;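 further: peak over basal fluorescence ratio in a 140 s read after ATP addition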
CHRM5 PAM – CHRM5 positive allosteric modulation; CHO-K1 hM5, Fluo-8 calcium, ACh EC20 PAM; 0% = ACh EC20, 100% = ACh EC100; activation, % at 3 µM; 360,000 compounds, 0.3% hits;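 active means activation above the run cutoff, the mean activation of all test compounds plus 3 SD, cut at about 18% in these data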
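Assay system – human M5 receptor in CHO-K1 cells · Read-out – % activation, ACh-normalized · Technique – Fluo-8 calcium fluorescence · Dosing – single-point, 3 µM nominal · Incubation – Fluo-8 loading 80 min at 37 °C plus 30 min room temperature · Repeats – singlicate, one well per test compound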
TAAR1 ag – human TAAR1 agonism; Q96RJ0; activation, % at 3 µM; 360,000 compounds, 0.99% hits; CHO RD-HGA16 TAAR1, Fluo-8 calcium fluorescence; vehicle wells 0%, saturating PEA agonist 100%;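 active means activation above the mean activation of all test compounds in the run plus 3 SD, cut at about 38% in these data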
Target sequence (Q96RJ0 whole entry, looked up): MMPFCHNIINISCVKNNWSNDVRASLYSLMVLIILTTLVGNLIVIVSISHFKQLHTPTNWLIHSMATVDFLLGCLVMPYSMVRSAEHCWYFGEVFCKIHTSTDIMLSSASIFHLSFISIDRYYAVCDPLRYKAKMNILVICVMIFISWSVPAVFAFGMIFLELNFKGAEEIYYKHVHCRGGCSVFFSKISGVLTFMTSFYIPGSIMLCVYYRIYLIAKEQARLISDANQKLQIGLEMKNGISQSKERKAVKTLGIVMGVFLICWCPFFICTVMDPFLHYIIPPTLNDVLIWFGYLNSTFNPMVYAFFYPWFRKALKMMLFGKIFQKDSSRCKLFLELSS
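Signal – calcium-sensitive Fluo-8 signal, excitation 470-495, emission 515-575 nm · System – RD-HGA16 (CHO) cells co-expressing Gα16 and hTAAR1 · Incubation – 17-24 h seeding, 75 min 37 °C dye, 30 min RT · Compound dosing – 3 µM single concentration · Repeats – no replicates (n 1)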
TAAR1 antagonist – human TAAR1 antagonism | 360,000 compounds, 1.5% hits | inhibition, % at 3 µM | CHO RD-HGA16 TAAR1, Fluo-8 calcium fluorescence, antagonist | Q96RJ0;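 active means inhibition above a per-plate cutoff, the mean inhibition of test compounds on that plate plus 3 SD, cut at about 49% in these data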;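 further: 0% = DMSO plus EC80 beta-PEA response and 100% = DMSO alone without agonist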
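Test system – hTAAR1-expressing CHO RD-HGA16 cells, Gα16-coupled · Also added – β-PEA at EC80 concentration, post-compound challenge · Compound – 3 µM, single point · Incubation – dye loading 75 min at 37 °C, then 30 min room temperature · Measured by – Fluo-8 intracellular calcium dye fluorescence, real-time kinetic reads · Benchmarks – vehicle and agonist controls · Replicates – singlicate, one well per test compound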
CHRM5 antagonist – CHRM5 antagonism in calcium assay. CHO-hM5 cells, Fluo-8 calcium fluorescence, ACh EC80. P08912. 360,000 compounds, 0.59% hits. inhibition, % at 3 µM;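 active means inhibition above a per-plate cutoff, the mean of that plate's test compounds plus 3 SD, cut at about 27% in these data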;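 further: 0% = acetylcholine EC80 with DMSO and 100% = DMSO without agonist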
M5 ag – CHRM5 agonism in calcium assay; activation, % at 3 µM; P08912; 360,000 compounds, 0.19% hits; AID 624037; CHO-K1 hM5 cells, Fluo-8 calcium fluorescence; 0% DMSO wells, 100% maximal acetylcholine response;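 active means activation above the run's mean over test compounds plus 3 SD, cut at about 23% in these data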;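 further: signal is peak over basal fluorescence ratio across the kinetic read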
CRFR2-BP ag – agonists of human CRF-binding protein/CRF-R2 receptor complex | HEK293 CRF-R2/CRF-BP, calcium dye fluorescence (FLIPR); percent of saturating CRF peptide response | 350,000 compounds, 0.46% hits | activation, % at 13.2 µM;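 active means activation of at least 50%, plus an integration ratio under a set limit after plate pattern correction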;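 further: plate controls were neutral control wells without compound for no effect and CRF at EC100 for full effect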
CRFR2-BP antag – CRF-BP/CRF-R2 complex antagonism | HEK293 CRF-R2/CRF-BP, CRF-induced calcium fluorescence | inhibition, % at 11.8 µM | 350,000 compounds, 0.59% hits | AID 588475;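 active means inhibition of the ligand-induced calcium signal above about 50% at the single tested concentration, limit read from the data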
* hit, by the source's call; · = not tested or not shown.

SMILES | M4 PAM | M1 PAM parental | CHRM5 PAM | TAAR1 ag | TAAR1 antagonist | CHRM5 antagonist | M5 ag | CRFR2-BP ag | CRFR2-BP antag
O=C(NCc1cccnc1)c1ccc(-c2ccccc2[N+](=O)[O-])o1 | 9.8 | -6.2 | -3.7 | 2.5 | 3.0 | 4.7 | -2.1 | 0.5 | -7.9
CNc1cncc(-c2ccc(F)cc2F)n1 | 6.1 | 9.3 | 4.2 | -1.3 | -23.9 | -4.2 | -0.7 | · | ·
CC(=O)c1ccc(-c2ccccc2OC(F)(F)F)o1 | 4.0 | 16.5 | -4.4 | -1.6 | -40.1 | 4.9 | -1.8 | -7.0 | 21.7
CC(NC(=O)c1cccnc1Sc1ccccc1)c1ccc(S(N)(=O)=O)cc1 (stereo not drawn) | 6.3 | 16.9 | -2.7 | 1.8 | 4.5 | 19.2 | 0.7 | -0.7 | -9.1
CSc1cccc(NC(=O)/C=C/c2ccccc2)c1 | 6.6 | 15.7 | -5.2 | 1.5 | 18.6 | 1.1 | -5.7 | 0.8 | -15.7
CCOc1ccccc1OCC(=O)Nc1nnc(C)s1 | 2.8 | 4.8 | 3.4 | 5.7 | 4.4 | -0.1 | 0.3 | 1.7 | -5.1
O=C(CCCN1CCOCC1)c1ccc2c(c1)OCCO2 | 5.5 | 12.8 | -1.9 | 7.3 | -4.3 | 7.7 | 0.1 | 0.9 | 28.1
O=C(COC(=O)c1ccc2ccccc2c1)Nc1ncc(C(F)(F)F)cc1Cl | 2.9 | -8.4 | -0.6 | 1.8 | 13.4 | 6.5 | 1.6 | -3.3 | -25.8
COC(=O)/C(C#N)=C/c1c(N2CCN(c3ccccc3)CC2)nc2ccccn2c1=O | -2.1 | 10.2 | -0.7 | 4.3 | 16.4 | -1.7 | -1.4 | 0.9 | -7.5
O=S(=O)(c1ccc(Cl)cc1)N1CCN=C1SCc1ccc(Cl)c(Cl)c1 | 2.5 | 19.8 | 0.9 | 3.8 | -13.3 | 0.3 | -2.3 | -2.5 | 1.6
O=C(/C=C/c1cccs1)N1CCN(Cc2ccc3c(c2)OCO3)CC1 | 9.8 | -3.2 | 3.6 | 8.5 | -4.8 | -7.3 | -0.3 | -0.8 | 10.1
COc1ccc2oc(C)c(C(=O)Cn3ccnc3)c2c1 | -0.4 | 22.9 | 0.8 | 0.5 | -0.8 | -6.3 | -11.7 | 1.8 | -5.5
Cc1c(CCC(C)C)c(=O)n2c([nH]c3ccccc32)c1C#N | -1.6 | 6.0 | -6.0 | · | · | 1.4 | 2.1 | 3.4 | 10.5
CN1CCN(c2ccc3c(c2)C2CC3CCN2C(=O)OCc2ccccc2)CC1 (stereo not drawn) | -7.3 | 2.5 | -6.3 | 8.3 | -21.4 | 5.1 | -1.9 | -1.9 | 11.9
COc1ccc(C2NC(=O)NC(C)=C2[N+](=O)[O-])cc1 (stereo not drawn) | -0.2 | 28.2 | 1.0 | 1.4 | -8.6 | 8.7 | 1.0 | 1.5 | 6.4
O=C(NCc1ccccn1)c1cc(-n2cnnc2)ccc1Cl | -2.4 | 3.6 | 2.1 | 4.4 | 18.3 | -2.3 | 2.5 | 0.4 | 10.7
C[C@H](CO)N1C[C@H](C)[C@@H](CN(C)C(=O)Nc2ccc(C(F)(F)F)cc2)Oc2ccc(NC(=O)NC3CCCCC3)cc2C1=O | -7.2 | 10.1 | 0.8 | 0.0 | -10.2 | -5.5 | 1.3 | -0.5 | -13.5
COc1ccccc1N1CCN(C(=O)c2ccoc2C)CC1 | -2.1 | 7.7 | -1.4 | 7.6 | 1.2 | -0.7 | -0.2 | 3.2 | 2.1
CCOC(=O)Cn1cnc2sc(C(=O)OC)c(C)c2c1=O | 7.8 | 27.9 | 5.9 | 7.2 | 0.7 | -2.7 | 1.1 | -1.6 | 4.2
CCOC(=O)COn1c(-c2cccc(Cl)c2)nc2ccc([N+](=O)[O-])cc21 | 4.9 | -11.1 | -8.3 | 6.8 | 16.8 | 10.3 | 4.1 | 2.7 | -48.4
COc1ccc(CN2CCCC(CNC(=O)c3ccc(F)cc3)C2)c(C)c1C (stereo not drawn) | -7.1 | 17.1 | -3.0 | 2.1 | 13.2 | -0.9 | -6.0 | -0.7 | -14.8
COc1ccc(C(C)C)cc1S(=O)(=O)N1CCC(C(=O)NCC2CCCO2)CC1 (stereo not drawn) | -1.7 | 8.6 | 4.3 | 1.3 | -21.7 | -2.0 | 0.7 | 0.5 | -7.0
CCN1C(=O)CSc2ccc(C(=O)OC)cc21 | -0.9 | 0.2 | -6.7 | -0.4 | 3.3 | 3.2 | -1.4 | 1.1 | 5.9
COc1cc(CNS(=O)(=O)c2ccc3c(c2)CC(C)N3C(C)=O)cc(OC)c1OC (stereo not drawn) | 8.2 | 10.9 | -0.1 | 1.5 | -12.0 | -15.2 | -1.7 | 2.6 | -10.0
COC(=O)C1=C(COc2ccccc2)NC(=O)NC1c1ccc(Cl)cc1 (stereo not drawn) | · | · | · | 22.2 | 29.3 | · | · | 1.0 | -11.9
Cc1cnc(C(=O)OC(C)C(=O)Nc2ccc3c(c2)OCCO3)cn1 (stereo not drawn) | 2.9 | 1.1 | 2.8 | 4.3 | -29.9 | -7.5 | -5.1 | 1.2 | 3.7
COc1ccc(CCNC(=O)C2CC(c3ccc([N+](=O)[O-])cc3)=NO2)cc1 (stereo not drawn) | 9.4 | 3.6 | 3.8 | 0.7 | -4.3 | -1.8 | 4.7 | -1.1 | 2.9
Cc1ccc(F)c(NC(=O)/C(C#N)=C(\O)c2ccc(C(C)(C)C)cc2)c1 | 5.3 | 2.0 | -8.7 | 1.3 | 24.1 | -0.2 | 6.8 | -0.5 | 31.9
Cc1ccc(S(=O)(=O)CCOC(=O)CNC(=O)OCc2ccccc2)cc1 | -5.2 | -8.8 | -4.0 | 1.7 | -12.6 | -8.4 | 0.8 | 9.0 | -11.9
CCn1cc(C(=O)NCCCN2CC(C)CC(C)C2)c(=O)c2cc(S(=O)(=O)N(C)C3CCCCC3)ccc21 (stereo not drawn) | -14.1 | -3.1 | 0.5 | 0.5 | -38.8 | 0.6 | -9.8 | -0.6 | -8.2
COc1ccc(OCCNC(=O)/C=C/c2ccccc2)cc1 | 11.1 | 11.2 | 16.1 | 3.6 | 9.5 | -7.6 | 0.1 | -0.7 | 6.2
Cn1c(=O)c2c(ncn2CC(=O)N(Cc2ccccc2)c2ccccn2)n(C)c1=O | -4.8 | 8.2 | 4.0 | 17.7 | 3.8 | -9.0 | -0.7 | -0.2 | 0.5
CCOC(=O)C(C#N)C(c1cccnc1)c1c(C)[nH][nH]c1=O (stereo not drawn) | -2.0 | 17.1 | 2.5 | 0.0 | 4.0 | -6.4 | -2.4 | -2.5 | 10.0
O=C(Nc1cc([N+](=O)[O-])ccc1O)c1cccc([N+](=O)[O-])c1 | -1.5 | -11.9 | -1.4 | 7.2 | 7.8 | 0.9 | 1.7 | 1.3 | 7.3
COc1ccc(N(CC(=O)NCCc2ccccc2)C(=O)CCC(=O)Nc2nccs2)c(OC)c1 | 3.4 | 6.4 | -0.3 | 1.9 | 12.5 | 11.9 | -1.4 | -1.0 | -1.4
CCCN(CC1CC1)C(=O)COC(=O)c1oc2ccc(OCC)cc2c1C | 6.0 | -4.5 | -13.1 | 1.6 | 2.6 | 5.8 | -0.9 | 2.4 | 0.0
CC1(C)C2CCC1(CS(=O)(=O)NCc1ccc(Cl)cc1Cl)C(=O)C2 (stereo not drawn) | -1.9 | 15.0 | 17.5 | 1.2 | 0.2 | -3.6 | -0.3 | 1.5 | -59.1
COC(=O)C(Cc1ccc(O)cc1)NC(=O)NC12CC3CC(CC(C3)C1)C2 (stereo not drawn) | 0.3 | -4.4 | -1.4 | 4.2 | -7.7 | -13.5 | 1.7 | 1.7 | -7.5
Cc1ccc(C(O)(c2ccccc2)c2ccccc2C(C)N(C)C)c(C)c1 (stereo not drawn) | 3.1 | 19.2 | -3.4 | 41.2* | -8.6 | 5.9 | 4.8 | -0.8 | -60.2
COc1cc(CCC(=O)OCc2ccccc2C#N)cc(OC)c1OC | -8.7 | -21.8 | -5.1 | -1.5 | -4.4 | 13.6 | -0.8 | -0.3 | 10.4
COc1ccc(-c2cc(C(=O)NC3CCCC3)c3ccccc3n2)cc1 | -5.9 | 11.3 | -8.4 | 5.6 | 31.2 | 8.3 | 0.1 | 2.0 | -10.3
COC(=O)c1ccsc1NC(=O)CN1CCN(c2ccc(F)cc2)CC1 | -1.9 | 13.2 | -0.2 | 8.1 | 6.6 | 2.3 | -3.6 | 2.1 | -10.7
Cc1nc(OCc2ccccc2)c2ccccc2n1 | 11.7 | 6.0 | 2.2 | 14.1 | -0.1 | -10.4 | 1.1 | 0.4 | 3.9
CSc1cccc(NC(=O)c2cc(S(=O)(=O)N3CCCC3)cn2C)c1 | 2.1 | 16.2 | -0.9 | 0.1 | -39.2 | -0.9 | -2.2 | 0.6 | -19.2
CCS(=O)(=O)N1CCN(C(=O)C(c2ccccc2)c2ccccc2)CC1 | -2.0 | 17.3 | -3.1 | 2.2 | 6.4 | -4.2 | -1.7 | -0.3 | 1.9
C[C@@H]1CN([C@@H](C)CO)S(=O)(=O)c2ccc(Br)cc2O[C@H]1CN(C)C(=O)c1ccc2c(c1)OCO2 | -8.5 | -5.3 | -9.4 | 13.7 | 31.2 | 11.5 | 2.0 | -0.1 | -7.0
O=C(Cn1c(=O)n2ncnc2c2c3c(sc21)CCCC3)c1ccccc1 | 1.9 | 14.3 | -1.1 | 5.5 | -1.3 | 0.4 | -3.7 | -2.3 | -43.8
COc1ccc(NC2CCCN(C(=O)CN3C(=O)c4ccccc4C3=O)C2)cc1OC (stereo not drawn) | -1.9 | 24.5 | -6.1 | 2.1 | 1.1 | -6.2 | 1.1 | -1.7 | -6.1

Single records, from the list above. Order of screens: M4 PAM, M1 PAM parental, CHRM5 PAM, TAAR1 ag, TAAR1 antagonist, CHRM5 antagonist, M5 ag, CRFR2-BP ag, CRFR2-BP antag
`COc1ccc(-c2cc(C(=O)NC3CCCC3)c3ccccc3n2)cc1` is listed with -5.9, 11.3, -8.4, 5.6, 31.2, 8.3, 0.1, 2.0, -10.3
`COc1cc(CCC(=O)OCc2ccccc2C#N)cc(OC)c1OC` is listed with -8.7, -21.8, -5.1, -1.5, -4.4, 13.6, -0.8, -0.3, 10.4
`O=C(Cn1c(=O)n2ncnc2c2c3c(sc21)CCCC3)c1ccccc1` is listed with 1.9, 14.3, -1.1, 5.5, -1.3, 0.4, -3.7, -2.3, -43.8
`CCS(=O)(=O)N1CCN(C(=O)C(c2ccccc2)c2ccccc2)CC1` is listed with -2.0, 17.3, -3.1, 2.2, 6.4, -4.2, -1.7, -0.3, 1.9
